Compound activity: PubChem BioAssay, several laboratories
MEKK3 PB1 HTS: modulators (inhibitors or enhancers) of MEK5 binding to human MEKK3 PB1 domain. AID 1529. Q99759. binding response (% of control), % at 10 µM. bead-based flow cytometry, Alexa488-MEK5 binding to MEKK3; actives lie on both sides; 0 = blocked by unlabeled MEK5, 100 = vehicle. actives 1.4% (n = 290,000);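 active = binding response more than 3 SD above or below the average of its plate-row segment, actives on both sides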;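 note: Alexa488 bead fluorescence after subtracting the streptavidin-only scavenger bead signal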
GalR3 antagonist: blocks the human galanin receptor 3; O60755; HEK293 GalR3-CNG cAMP membrane potential fluorescence; galR3 body fused to GalR1 C-terminus; inhibition, % at 3 µM; actives 0.44% (n = 360,000); AID 651719;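 active = inhibition above the screen-wide average plus 3 SD, cut at about 13% in these data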;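 note: forskolin and galanin both at EC90 stimulate the cells; cAMP rise reported by CNG channel membrane potential dye signal; 0% = forskolin plus galanin with DMSO and 100% = forskolin alone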
Target sequence (O60755 1-299 limits assumed): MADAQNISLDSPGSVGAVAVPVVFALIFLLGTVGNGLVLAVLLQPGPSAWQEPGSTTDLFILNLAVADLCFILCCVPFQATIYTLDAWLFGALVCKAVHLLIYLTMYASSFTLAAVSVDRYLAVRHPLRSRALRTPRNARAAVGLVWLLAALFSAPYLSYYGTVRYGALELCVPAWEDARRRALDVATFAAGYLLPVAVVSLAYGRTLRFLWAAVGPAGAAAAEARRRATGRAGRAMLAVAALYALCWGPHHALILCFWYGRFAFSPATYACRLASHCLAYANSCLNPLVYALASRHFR
M4 PAM: potentiates acetylcholine response at human M4 receptor | P08173 | CHO-K1 hM4/Gqi5, Fluo-8 calcium fluorescence, ACh EC20; 0% = ACh EC20, 100% = maximal ACh | actives 0.4% (n = 360,000) | activation, % at 3 µM;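 active = activation above its plate's cutoff, the mean activation of sample wells plus 3 SD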; note: some results filed as inactive read as strong as hits
Target sequence (P08173 whole entry, looked up): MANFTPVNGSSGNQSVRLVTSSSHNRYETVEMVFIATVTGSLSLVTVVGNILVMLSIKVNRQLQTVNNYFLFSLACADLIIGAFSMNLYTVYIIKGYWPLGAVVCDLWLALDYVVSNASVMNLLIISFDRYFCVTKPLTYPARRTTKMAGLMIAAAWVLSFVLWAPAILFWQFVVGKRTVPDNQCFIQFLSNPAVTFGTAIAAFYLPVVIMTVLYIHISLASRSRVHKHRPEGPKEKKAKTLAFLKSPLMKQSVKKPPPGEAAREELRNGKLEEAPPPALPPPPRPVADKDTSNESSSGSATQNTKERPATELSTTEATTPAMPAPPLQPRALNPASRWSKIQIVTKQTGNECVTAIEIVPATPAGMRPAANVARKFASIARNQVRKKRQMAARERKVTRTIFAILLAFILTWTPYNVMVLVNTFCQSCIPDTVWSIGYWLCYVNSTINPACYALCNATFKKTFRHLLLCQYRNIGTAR
CRFBP-R2 block: blocks CRF-induced signaling of the CRF-BP/CRF-R2 complex; AID 588475; inhibition, % at 11.8 µM; HEK293 CRF-R2/CRF-BP, CRF-induced calcium fluorescence; actives 0.59% (n = 350,000);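 active = inhibition of the ligand-induced calcium signal above about 50% at the single tested concentration, limit read from the data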
IDE inh: cellular human IDE inhibition; HEK cells, FAbetaB cleavage, fluorescence polarization; inhibition, % at 5.59 µM; actives 0.41% (n = 320,000); AID 434962;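 active = percent inhibition above the average of all tested compounds plus 3 SD, set per screening campaign, cut at about 16% in these data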;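 note: IDE supplied by intact live HEK cells; FP after avidin binding of uncleaved biotin substrate so inhibition keeps polarization high; 0% = DMSO wells and 100% = 60 µM reference IDE inhibitor Ii1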
CRFBP-R2 agonist: CRF-BP/CRF-R2 complex agonism; activation, % at 13.2 µM; HEK293 CRF-R2/CRF-BP, calcium dye fluorescence (FLIPR); percent of saturating CRF peptide response; actives 0.46% (n = 350,000);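 active = activation of at least 50%, plus an integration ratio under a set limit after plate pattern correction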;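 note: plate controls were neutral control wells without compound for no effect and CRF at EC100 for full effect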
IDE cell activ: boosts human insulin-degrading enzyme activity in HEK cells | P14735 | FAbeta-B cleavage, fluorescence polarization; 0% vehicle, 100% cell-free pure enzyme wells | actives 0.073% (n = 340,000) | activation, % at 5.96 µM | AID 493087;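 active = activation above the mean of all tested compounds plus 3 SD, set per screening campaign, cut at about 17% in these data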
pCIP destab: p/CIP protein destabilization. Q05BA5. F442A p/CIP-EGFP cells, EGFP fluorescence, 16 h. decrease of EGFP signal, % at 10 µM. actives 0.01% (n = 290,000);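 active = EGFP signal decrease of at least 30% at 10 µM or well 3 SD below plate mean, unless failing retest; inactive = the rest, including hits failing retest or dose response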; note: some compounds called inactive have numbers as strong as hits; many of its hits are not listed in these tables
PHOSPHO1 block: blocks human PHOSPHO1 phosphatase activity; Q8TCT1; recombinant PHOSPHO1, absorbance phosphatase assay; inhibition, % at 13.3 µM; actives 1.1% (n = 290,000); in the data active = inhibition above about 60%
Target sequence (Q8TCT1 whole entry, looked up): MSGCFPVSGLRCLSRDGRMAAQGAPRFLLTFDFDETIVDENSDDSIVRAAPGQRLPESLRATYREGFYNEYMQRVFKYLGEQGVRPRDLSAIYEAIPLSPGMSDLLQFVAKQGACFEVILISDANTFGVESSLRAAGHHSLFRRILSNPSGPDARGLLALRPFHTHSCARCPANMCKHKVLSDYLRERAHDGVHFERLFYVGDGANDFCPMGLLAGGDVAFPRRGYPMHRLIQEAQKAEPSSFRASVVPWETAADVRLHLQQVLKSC
Starred values were filed as active, the others as inactive; nt = not tested or not shown; [ ] = remark or other dose. Random draw from the library, and some 4.2% of all compounds hit somewhere here.

SMILES	MEKK3 PB1 HTS	GalR3 antagonist	M4 PAM	CRFBP-R2 block	IDE inh	CRFBP-R2 agonist	IDE cell activ	pCIP destab	PHOSPHO1 block
Cc1cc2n(n1)C(c1sccc1C)Nc1ccccc1-2 (stereo unspecified)	100	-2	2	-11	-1	0.9	4	-2	-25
CCCS(=O)(=O)N1CCN(C2CCC(C)CC2)CC1 (stereo unspecified)	98	-3	-1	3	-3	1.0	2	-7	50
CC1CN(C(=O)c2ccc([N+](=O)[O-])s2)CC(C)O1 (stereo unspecified)	nt	-4	6	6	-6	0.9	5	nt	nt
CN(C)C(=O)CSc1nnc(-c2ccco2)n1-c1ccccc1	nt	-5	-2	5	nt	-1.6	-1	nt	nt
CC(OC(=O)c1ccc2c(c1)OCCO2)C(=O)c1ccccc1 (stereo unspecified)	nt	0	-7	-3	-1	1.0	0	nt	nt
CS(=O)(=O)N(CC(=O)NCCSCc1cccc(Cl)c1)c1ccc2c(c1)OCO2	100	-2	-1	7	9	-1.3	-2	6	32
CCN(CC)CCN1C(=O)C(=O)/C(=C(/O)c2ccncc2)C1c1ccccc1 (stereo unspecified)	103	0	1	-3	-3	-0.1	2	-4	16
CCCCN1C2=NCCCN2c2cc(C)c(C)cc21	nt	-9	-1	-4	-7	-1.6	0	9	2
CC(C)(C)n1cnc2cc(NC(=O)c3ccccc3)ccc21	108	-9	0	-6	0	-0.7	4	-20	36
CCNC(=O)NC(=O)C(C)Sc1nnc(COc2ccccc2Cl)o1 (stereo unspecified)	97	0	14	1	1	-2.2	-6	-1	7
Cc1nnc(SCc2ccccc2)n(N)c1=O	69*[inhibitor]	-11	0	-16	1	0.2	0	-5	-86
COc1cc(C=C2C(=O)c3ccccc3C2=O)ccc1O	103	-5	9	26	0	-0.9	2	-6	3
CC1(OC(=O)C2CCCC2)C(=O)C=C2C=C(c3ccsc3)OC=C2C1=O (stereo unspecified)	94	0	7	12	6	3.7	5	0	9
Cc1cc(=O)[nH]c(SCC2(O)C3CC4CC(C3)CC2C4)n1 (stereo unspecified)	101	3	5	-24	-4	2.6	3	-8	-32
CN(C)C(=O)C(=O)c1cccn1-c1ccccc1C#N	102	-3	1	-6	3	0.3	7	2	17
Cc1noc(C)c1S(=O)(=O)N(CC(=O)NC(C)c1ccccc1)c1ccc(C(C)C)cc1 (stereo unspecified)	97	-4	9	0	8	1.6	1	2	38
Cc1nc(N2CCN(C)CC2)c2c(C)c(C(=O)Nc3ccc(F)cc3)sc2n1	95	-3	-3	-5	2	2.7	-1	-6	8
CCOc1ccc(CN2CCNC(=O)C2CC(=O)NCC2CCOCC2)cc1 (stereo unspecified)	101	0	0	-3	1	0.2	1	-4	12
NC(=O)Cc1ccc(OCc2nn[nH]n2)cc1	nt	-2	10	7	nt	0.5	nt	nt	nt
CC1CN(C(=O)COC(=O)CSc2ccc(C(N)=O)cc2[N+](=O)[O-])CC(C)O1 (stereo unspecified)	nt	3	-1	-23	9	1.7	1	nt	nt

Next part; it opens with the 2 that closed the last part.
SMILES	MEKK3 PB1 HTS	GalR3 antagonist	M4 PAM	CRFBP-R2 block	IDE inh	CRFBP-R2 agonist	IDE cell activ	pCIP destab	PHOSPHO1 block
NC(=O)Cc1ccc(OCc2nn[nH]n2)cc1	nt	-2	10	7	nt	0.5	nt	nt	nt
CC1CN(C(=O)COC(=O)CSc2ccc(C(N)=O)cc2[N+](=O)[O-])CC(C)O1 (stereo unspecified)	nt	3	-1	-23	9	1.7	1	nt	nt
O=C(NNc1ncnc2c1cnn2-c1ccc(F)cc1)c1ccco1	99	-5	2	68*	-1	-1.6	6	-2	53
CCOC(=O)C1CCCN(C(=O)c2cc(Nc3ccc(OC)c(OC)c3)nc3ccccc23)C1 (stereo unspecified)	107	-1	-6	2	-4	-2.8	2	-8	51
O=C(CN1CCOCC1)NCc1ccc(F)cc1	101	-9	4	3	0	0.3	0	-8	37
Cc1ccccc1Nc1c(-c2ccncc2)nc2ccc(Cl)cn12	110	-6	-24	-20	-2	-0.6	-2	-10	28
CC12CCC(=O)N1C(C(=O)NCc1ccccc1Cl)CS2 (stereo unspecified)	nt	-4	4	-4	1	2.4	3	nt	nt
COc1cccc(NC(=O)N2CCCC2C(=O)Nc2ccc3c(c2)OCCO3)c1 (stereo unspecified)	108	-4	2	-5	-2	-2.1	3	-3	-11
Cc1c(C(=O)N2CCCC2)oc2c1-c1nn(CC(=O)NCCCN3CCCCC3C)cc1CC2 (stereo unspecified)	100	3	17	-21	4	13	-5	-14	13
COCCCn1c(=O)c2ccccc2c2ccccc2c1=O	104	1	4	-6	4	-0.5	-1	-4	48
O=C(CSc1nccc(-c2cccs2)n1)Nc1ccccc1	105	0	-2	-17	2	-0.5	6	-19	38
C=CCNC(=O)/C(C#N)=C/c1ccccc1OCc1ccc(C(=O)OC)cc1	97	0	-12	-16	-1	0.1	3	0	14
O=C(CNc1ccc(Br)cc1)c1ccccc1	99	-5	8	-1	3	1.0	2	7	26
O=C(Cc1ccc([N+](=O)[O-])cc1)Nc1ccon1	104	-2	2	-19	-1	6.9	2	-1	41
COc1ccccc1N1CCN(C(=O)CSc2nnc3c4ccccc4n(CC(=O)O)c3n2)CC1	84	-3	3	20	-1	-1.8	-3	4	-5
O=C(CSc1nnc(-c2ccccc2)n1-c1ccccc1)N1c2ccccc2Sc2ccccc21	nt	-7	-5	0	-1	-1.2	4	-13	-7
COc1cc2c(cc1OC)C(COc1ccccc1OC)N(C(=O)c1ccco1)CC2 (stereo unspecified)	104	-8	-6	16	1	-4.6	-3	8	11
CN1CCN(c2nc3c(c(=O)[nH]c(=O)n3C)n2Cc2ccc([N+](=O)[O-])cc2)CC1	106	-8	6	-9	8	2.4	-1	3	19
CNc1ccc(S(=O)(=O)NCC(=O)OCC(=O)Nc2cccc(Cl)c2Cl)cc1[N+](=O)[O-]	104	-1	-3	20	-1	-3.3	5	4	10
Cc1sc2ccccc2[n+]1CC(=O)O	107	-4	-3	2	4	1.2	-7	-4	22
COCC(C)n1c(SCC(=O)NC2CCCCC2)nc2ccccc2c1=O (stereo unspecified)	nt	-3	10	-6	nt	-0.8	nt	nt	nt
COc1cccc(CN2CCN(Cc3ccc(O)cc3)CC2CCO)c1 (stereo unspecified)	46*[inhibitor]	-5	-4	7	1	0.2	8	-6	-6
CCCCCCn1cc(C(=O)O)c(=O)c2cc(F)c(N3CCN(C)CC3)cc21	104	nt	-6	0	1	-0.6	5	2	3
COc1ccccc1C(=O)Nc1c(C)n(C)n(-c2ccccc2)c1=O	99	-1	19	-10	-2	-0.4	3	-13	17
CC1(NC(=S)N(CCO)CCO)CCS(=O)(=O)C1 (stereo unspecified)	101	2	0	-10	6	0.0	1	-13	-2
CCCCCC(/C=N/Nc1ccc(S(=O)(=O)N2CCOCC2)cc1[N+](=O)[O-])=C\c1ccccc1	101	2	-3	-11	-3	-0.5	0	-8	-4
COC(=O)c1ccc(Sc2nnnn2-c2ccccc2)c([N+](=O)[O-])c1	109	-2	-8	-8	4	-0.8	6	4	16
COCCCNC(=O)CNC(=S)N(Cc1ccccc1)Cc1cccnc1	100	-5	-3	3	2	-1.2	-2	-3	-10
CCOC(=O)C1CCN(C(=O)c2cc3c(=O)n4ccccc4nc3n2C)CC1	96	1	2	-18	1	1.2	3	-6	42
O=C(NNC1CC(=O)N(c2ccccc2)C1=O)c1cccnc1 (stereo unspecified)	101	-3	-16	4	-5	-1.4	3	-11	42
COc1ccc(N=Cc2nc(-c3ccco3)oc2O)cc1	86	-2	0	0	2	-1.8	-5	-4	-2
Cc1c(Cl)cccc1NC(=S)N1CCOCC1	105	-4	10	5	3	0.0	0	2	-16
Cc1cccc(Oc2ccc(S(=O)(=O)N3CCCCC3)cc2NC(=O)C2=COCCO2)c1	nt	-7	-5	12	-2	2.2	6	nt	nt
O=C(/C=C/c1ccccc1)Nc1ccc(NC(=O)c2cccs2)cc1	93	5	-5	-14	5	-1.7	-5	-11	1
CCOc1ccc(S(=O)(=O)N2CCN(CN3C(=O)CC4(CCCC4)C3=O)CC2)cc1	nt	-4	6	-20	-6	0.9	-4	nt	nt
O=C(NCc1ccc(Cl)cc1)C1CCN(S(=O)(=O)c2ccc(F)cc2)CC1	99	-5	-7	7	0	-3.3	9	-3	26
O=C(Nc1ccccc1N1CCN(c2ccc(F)cc2)CC1)C12CC3CC(CC(C3)C1)C2	98	-1	1	-33	3	0.6	4	-10	11
COc1ccc(CNC(=O)c2ccc[nH]2)cc1	102	-9	-3	-3	6	3.0	7	2	33
Nc1n[nH]c(-c2ccccc2[N+](=O)[O-])n1	98	-7	7	11	2	-1.6	3	1	10
CN(C)/N=C/C=C1\CC/C(=C\c2ccc(Br)cc2)C1=O	nt	-2	2	-9	3	-0.6	-4	-18	-16
CCOC(=O)N1CCN(C(=O)c2ccc(NS(=O)(=O)c3ccc(C)cc3)cc2)CC1	102	-1	-5	10	1	-1.8	3	-15	16
Nc1nnn(CC(=O)N/N=C/C=C/c2ccccc2)n1	103	-2	-7	7	3	0.9	7	-8	22

Copied from the list:
Entry of COc1ccc(N=Cc2nc(-c3ccco3)oc2O)cc1 under PHOSPHO1 block: -2
Entry of CN(C)/N=C/C=C1\CC/C(=C\c2ccc(Br)cc2)C1=O under M4 PAM: 2

Later entries.
SMILES	MEKK3 PB1 HTS	GalR3 antagonist	M4 PAM	CRFBP-R2 block	IDE inh	CRFBP-R2 agonist	IDE cell activ	pCIP destab	PHOSPHO1 block
Cc1ccc2nc(-c3ccc(NC(=O)C4CCCO4)cc3)[nH]c2c1 (stereo unspecified)	111	5	6	0	6	1.0	-15	-2	5
CCOC(=O)N1CCN(C(=O)C2CC(=O)N(c3ccc(C)cc3)C2)CC1 (stereo unspecified)	nt	-4	8	-1	4	-1.5	-3	nt	nt
CC1CCN(C(=O)c2ccc3c(c2)C(=O)c2ccccc2-3)CC1	nt	-9	6	-11	nt	-2.2	nt	nt	nt
c1ccc(-c2ccc3c(c2)NC(C2Nc4cc(-c5ccccc5)ccc4O2)O3)cc1 (stereo unspecified)	105	-10	2	-6	2	-1.1	3	-1	29
COc1ccc(CN2C(=O)c3ccccc3C2=O)cc1	105	-3	-4	5	1	0.9	6	-2	35
CC(C)CC1(C)NC(=O)N(CC(=O)Nc2cccc(S(=O)(=O)N(C)c3ccccc3)c2)C1=O (stereo unspecified)	105	14*	0	-25	-3	-0.4	0	-6	-12
C=CCSc1nnc(NC(=O)CN2C(=O)NC3(CCCC3)C2=O)s1	94	-3	18*	-23	-1	0.1	3	-3	32
CNC(=S)Nc1cc(C(=O)N2CCCC2)ccc1N1CCCC1	104	-6	4	5	3	0.1	-2	-6	32
COc1cc(/C=N/OCC(=O)Nc2cc(C)on2)ccc1OCc1ccccc1	99	-7	-3	-47	2	21	2	15	6
COc1cc(/C=C(\C#N)c2nc3ccccc3[nH]2)ccc1OC(=O)c1ccco1	102	8	-1	-70	114*	12	-107	-119	-10
COc1ccc(CC(=O)NNC(=O)c2ccoc2C)cc1OC	98	-5	5	2	-2	0.0	8	12	15
O=C(Oc1ccc(-c2nnco2)cc1)C1CCN(C(=O)c2ccc(F)cc2)CC1	108	0	-3	7	2	-0.2	2	0	nt
COc1ccc(-c2oc(=O)c3cc(OC)c(OC)cc3c2/C=C/c2ccc(F)cc2)cc1	nt	-2	2	4	0	2.0	0	nt	nt
O=[N+]([O-])c1ccc(CN2CCOCCOCCN(Cc3ccc([N+](=O)[O-])cc3)CCOCC2)cc1	96	nt	-14	36	-2	-1.6	2	6	-10
O=C(NCc1cccnc1)NC1(c2ccccc2)CC1	98	1	8	7	-2	-1.5	5	-3	11
